# DUSP3 inh = inhibitors of human VHR1 phosphatase (DUSP3). actives 0.52% (n = 290,000). inhibition, % at 13.3 µM. P51452. recombinant VHR phosphatase, pNPP absorbance; in the data active = inhibition above about 50%; note: some compounds called inactive have numbers as strong as hits
# Target sequence (P51452 whole entry, looked up): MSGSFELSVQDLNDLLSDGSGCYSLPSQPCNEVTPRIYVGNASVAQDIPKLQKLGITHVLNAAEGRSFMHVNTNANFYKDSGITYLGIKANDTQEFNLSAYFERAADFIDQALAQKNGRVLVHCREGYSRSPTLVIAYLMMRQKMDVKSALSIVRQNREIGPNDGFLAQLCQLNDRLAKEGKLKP
# CCHFV vOTU inh = CCHFV vOTU protease inhibition; AID 651958; actives 0.55% (n = 370,000); inhibition, % at 11.5 µM; Pep-AMC fluorescence; in the data active = inhibition above about 30%; note: 0% = vehicle wells with enzyme and 100% = no enzyme wells
# PfHsp40 yeast = rescue of PfHsp40-mediated yeast toxicity; S. cerevisiae expressing PfHsp40, growth rescue, ATP luminescence; growth rescue, % at 12.5 µM; actives 0.68% (n = 340,000); AID 504582; in the data active = growth rescue above about 28%, passing the limit was not always enough; inconclusive = no clear call, values can overlap the other calls;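 note: yeast W303a lacking pdr1 and pdr3 grown in galactose medium; growth measured after three days at 30 °C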
# TcdB inh = blocks C. difficile toxin B glycohydrolase activity; TcdB glycohydrolase enzymatic assay, plate reader; P18177; inhibition, % at 9.99 µM; actives 0.24% (n = 350,000); in the data active = inhibition above about 10%
# Yp Topo-I inh = inhibitors of Yersinia pestis topoisomerase I; Y. pestis Topo-I cleavage product accumulation, plate reader; actives 0.064% (n = 360,000); AID 504884; activity, % at 10 µM; in the data active = activity above about 50%, passing the limit was not always enough; inconclusive = no clear call, values can overlap the other calls; note: inactives centre near 2
# SARS 3CLpro inh = SARS-CoV 3CLpro protease inhibition; P0C6X7; recombinant SARS-CoV 3CLpro, quenched FRET peptide cleavage; inhibition, % at 6 µM; actives 0.14% (n = 290,000); AID 1706; in the data active = inhibition above about 12%
# BoNT-A LC inh2 = BoNT A light chain protease inhibition; inhibition, % at 10 µM; AID 588499; actives 0.17% (n = 360,000); multiplex microsphere protease substrate cleavage, flow cytometry; note: plate controls were buffer without enzyme for full effect and enzyme alone for no effect
# BH1578 lux ind = quorum light induction in luxS cqsA deficient V. cholerae; V. cholerae BH1578 lux reporter, luminescence, 6 h; activation, % at 18.7 µM; actives 0.16% (n = 350,000); AID 588436; in the data active = activation mostly above about 9.7%, no sharp cut-off; inconclusive = no clear call, values can overlap the other calls; inactive = mostly below about 3.7%; note: not every result past the cut was called active; inactives centre near 0; reference of the scale not given here
# PriA SSB inh = blocks PriA binding to SSB C-terminal tail; AlphaScreen SSBct-PriA binding, biotinylated peptide; inhibition, % at 33 µM; actives 0.6% (n = 430,000); in the data active = inhibition mostly above about 37%, no sharp cut-off; inactive = mostly below about 20%;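 note: plate controls were negative control peptide for no effect and reference peptide for full effect; strong numbers were not always called active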
# Anthrax LF inh2 = anthrax lethal factor protease inhibition; actives 0.12% (n = 360,000); inhibition, % at 10 µM; multiplex microsphere protease cleavage assay, LF; P15917; note: plate controls were buffer without enzyme for full effect and enzyme alone for no effect
# Target sequence (P15917 whole entry, looked up): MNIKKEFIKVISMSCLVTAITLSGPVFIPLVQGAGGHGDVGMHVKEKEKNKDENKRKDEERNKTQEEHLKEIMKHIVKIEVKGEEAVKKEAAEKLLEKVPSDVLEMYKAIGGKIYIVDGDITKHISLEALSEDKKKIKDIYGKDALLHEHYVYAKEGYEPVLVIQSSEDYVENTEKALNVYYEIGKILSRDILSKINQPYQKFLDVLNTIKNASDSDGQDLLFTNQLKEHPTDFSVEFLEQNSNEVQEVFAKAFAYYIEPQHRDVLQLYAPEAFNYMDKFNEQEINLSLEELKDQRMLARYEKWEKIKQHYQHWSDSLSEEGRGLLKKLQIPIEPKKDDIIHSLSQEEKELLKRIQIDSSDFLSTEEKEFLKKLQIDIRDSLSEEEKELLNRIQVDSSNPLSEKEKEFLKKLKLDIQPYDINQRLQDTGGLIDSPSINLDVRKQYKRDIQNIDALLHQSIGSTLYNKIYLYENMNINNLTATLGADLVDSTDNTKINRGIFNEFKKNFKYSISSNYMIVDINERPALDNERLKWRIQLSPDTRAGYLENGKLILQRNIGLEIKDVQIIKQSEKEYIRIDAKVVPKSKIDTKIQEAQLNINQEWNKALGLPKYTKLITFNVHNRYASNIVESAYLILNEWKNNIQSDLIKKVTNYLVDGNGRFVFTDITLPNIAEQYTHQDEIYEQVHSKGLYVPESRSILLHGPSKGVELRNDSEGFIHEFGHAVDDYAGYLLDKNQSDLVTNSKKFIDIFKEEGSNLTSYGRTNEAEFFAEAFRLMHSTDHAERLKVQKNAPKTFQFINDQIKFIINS
# The depositor's hits bear a star; i = inactive; ? = inconclusive; . = not tested or not shown. Cut-off read from the data, not from the text of the source, unless noted: active = inhibition above about 30%; inconclusive = no clear call, values can overlap the other calls; inactive = below that.
# A first look (2 entries):
# Every second line gives: DUSP3 inh	CCHFV vOTU inh	PfHsp40 yeast	TcdB inh	Yp Topo-I inh	SARS 3CLpro inh	BoNT-A LC inh2	BH1578 lux ind	PriA SSB inh	Anthrax LF inh2
(1) O=C(CSc1n[nH]c(-c2ccccc2)n1)Nc1ccc(N2CCOCC2)cc1
 : 36	-6	0.2	0.9	0	1	-0.3	-0.5	-5	-2
(2) C=CCn1c(-c2csc(-c3ccc(OC)c(OC)c3)n2)n[nH]c1=S
 : 40	9	-0.8	1.3	-6	2	0.1	-0.3	0	-2

# The whole of this part, from the start:
# Every second line gives: DUSP3 inh	CCHFV vOTU inh	PfHsp40 yeast	TcdB inh	Yp Topo-I inh	SARS 3CLpro inh	BoNT-A LC inh2	BH1578 lux ind	PriA SSB inh	Anthrax LF inh2
(1) O=C(CSc1n[nH]c(-c2ccccc2)n1)Nc1ccc(N2CCOCC2)cc1
 : 36	-6	0.2	0.9	0	1	-0.3	-0.5	-5	-2
(2) C=CCn1c(-c2csc(-c3ccc(OC)c(OC)c3)n2)n[nH]c1=S
 : 40	9	-0.8	1.3	-6	2	0.1	-0.3	0	-2
(3) CC(=O)Nc1ccc(NC(=O)c2ccc(-c3ccc([N+](=O)[O-])cc3)o2)cc1
 : 8	11	1.1	0.7	-20	3	1.6	i	16	0
(4) c1ccc(CCNc2nnnn2-c2ccccc2)cc1
 : 10	13	0.7	.	-13	-3	-0.3	5.6	-12	-2
(5) Cc1noc(C)c1CSc1nnc2ccccn12
 : 19	-22	-1.7	.	2	2	2.9	-0.2	4	-8
(6) CN1c2ccccc2-c2nc3ccccc3n2C1c1ccccn1 (stereo not drawn)
 : 19	-136	3.0	.	-7	0	1.1	0.9	-1	-2
(7) CC(C)(C)c1ccc(C(=O)N2CCN(CCNC(=O)C(=O)Nc3ccc(F)cc3)CC2)cc1
 : 34	17	-1.1	0.3	22	-3	-17	.	-1	-4
(8) Cc1c(Br)cccc1NC(=O)c1sccc1-n1cccc1
 : 8	4	1.5	.	21	0	-2.1	i	-3	-6
(9) COC(=O)c1cc(CN2CCN(c3ccccc3)CC2)ccc1O
 : 4	3	-0.3	-0.8	7	0	-1.6	i	2	-16
(10) CC(Oc1ccc2c3c(c(=O)oc2c1)CCCC3)C(=O)NC1CC(C)(C)NC(C)(C)C1 (stereo not drawn)
 : 18	-15	0.1	1.8	-3	2	-1.1	i	-13	2
(11) CC(NC(=O)c1cccs1)C(=O)NC1=NCCS1 (stereo not drawn)
 : -23	-4	0.1	2.1	3	-1	-2.1	-0.1	0	-4
(12) CCOc1cccc2cc(-c3csc(NC(=O)CCC(=O)N4CCC(C)CC4)n3)c(=O)oc12
 : -8	-1	0.0	.	3	-5	-1.2	i	-6	0
(13) Cc1ccc(-c2csc(NC(=O)c3cccc(C)c3)c2C(=O)O)cc1
 : .	18	60*	6.0	-9	.	-5.4	-0.6	-7	-2
(14) COCCNC(=O)CN(C(=O)CCC(=O)Nc1nccs1)c1ccccc1OC
 : -7	9	-1.1	.	2	2	-0.3	-0.8	-18	2
(15) CCN(CC)CCN(C)Cc1nc(C(c2ccccc2)c2ccccc2)no1
 : 24	5	-1.5	0.6	12	1	-2.9	-1.2	2	4
(16) NC(N)=N/N=C/c1ccccc1
 : 24	7	0.0	.	7	1	-1.2	i	.	-2
(17) Cc1ccc(C(=O)OCC(=O)Nc2ccccc2C(F)(F)F)cc1S(=O)(=O)N1CCOCC1
 : -4	11	-0.7	.	4	-3	-1.2	0.5	-8	-4
(18) C#CCOc1ccccc1C(N)=O
 : 17	15	.	-0.4	2	5	0.4	0.5	-16	-3
(19) CC1(C)Cc2cccc(OCC(=O)OCc3nnc(-c4ccccc4)o3)c2O1
 : .	-9	-0.1	-0.3	30	.	-2.5	i	-1	1
(20) C/C(=N\NC(=O)COc1cc(C)cc(C)c1)c1ccc(N2CCOCC2)cc1
 : 37	5	-1.7	-1.1	11	2	0.0	-0.5	.	-1
(21) CC(=O)c1ccc2c(c1)N(Cc1ccc3ccccc3c1)C(=O)C(C)S2 (stereo not drawn)
 : .	-4	.	0.4	23	.	-0.2	-3.0	.	-6
(22) CC(C)N1CC(C(=O)Nc2cc(Cl)cc(Cl)c2)CC1=O (stereo not drawn)
 : 4	14	-1.6	1.8	-7	4	-4.3	i	-6	9
(23) Cc1nnc(SCc2ccccc2Cl)n(N)c1=O
 : -17	-17	0.3	1.4	-2	1	-0.3	-0.2	-10	1
(24) O=C(c1ccc(NS(=O)(=O)c2ccc(F)cc2)cc1)N1CCN(c2ccccc2O)CC1
 : 10	-6	1.5	7.1	13	0	1.0	i	4	-2
(25) COc1ccccc1C(=O)Nc1ccc2nc3n(c(=O)c2c1)CCCC3
 : .	4	-1.1	0.9	-9	-1	-1.9	0.6	-6	-10
(26) CC(C)(C)c1cc(C=C(C#N)C#N)cc(C(C)(C)C)c1O
 : .	2	211*	1.5	1	.	-0.2	-3.6	-12	13
(27) O=C(CN1C(=O)CSc2ncccc21)Nc1cccc(Cl)c1
 : -2	-3	-2.4	0.4	-6	-3	0.5	-0.2	1	-9
(28) CCC1(CC)NC(=O)N(CC(=O)OCC(=O)NC(=O)c2ccccc2OC)C1=O
 : .	-6	-1.3	0.3	-9	.	3.0	14	-9	3
(29) CCOC(=O)N1CCN(C(=O)COC(=O)CN(C)S(=O)(=O)c2ccc(NC(C)=O)cc2)CC1
 : 10	8	-0.6	1.1	10	-1	2.5	-0.1	-8	1
(30) CC1(C)CC2CC(C)(CN2C(=O)C23CCC(C)(C(=O)O2)C3(C)C)C1 (stereo not drawn)
 : 27	-12	-0.9	1.1	6	4	-0.5	6.2	-10	-3
(31) COc1ccc2c(Cl)c(C(=O)N/N=C/c3ccc4c(c3)OCO4)sc2c1
 : 11	0	-0.2	.	1	9	-3.6	0.3	.	-14
(32) CN(C)C(CNC(=O)c1cccc(S(=O)(=O)Nc2ccc(SC(F)F)cc2)c1)c1ccccc1 (stereo not drawn)
 : .	22	0.4	1.7	1	.	-1.0	-1.6	-1	0
(33) COCCN(Cc1cc2ccc(C)cc2n2nnnc12)Cc1nnnn1C(C)(C)C
 : 13	2	-0.5	.	21	-1	0.0	-1.1	-11	-1
(34) Cc1noc(C)c1CSCC(=O)Nc1cc(S(=O)(=O)N2CCOCC2)ccc1OCC(F)(F)F
 : .	-10	-0.6	1.4	-1	.	0.1	-5.3	-5	-2
(35) COc1ccc(NC(=O)CNC(=O)c2c(C)nn(C)c2Cl)cc1
 : 13	-16	-1.6	-0.5	-1	-2	-1.3	-3.3	-12	-2
(36) Cc1ccccc1C(=O)Nc1cccc(-c2cn3ccccc3n2)c1
 : 22	-5	14	0.2	24	0	-0.5	-0.2	-3	5
(37) O=C1NN=C(c2ccc(Cl)cc2)CC1c1cccc(Br)c1 (stereo not drawn)
 : 2	3	6.6	2.1	39	4	-0.4	i	-11	1
(38) Cc1ccccc1OCCC(=O)OCC(=O)NC(C)c1ccccc1 (stereo not drawn)
 : 15	-6	1.2	0.3	3	-3	-0.5	-0.2	-9	1
(39) COC(=O)CSc1ncnc2c1sc1nc3c(cc12)COC(C)(C)C3
 : -19	-3	0.1	0.3	4	-1	-0.2	-0.4	-15	2
(40) COc1ccc(C(=O)NCc2ccccc2CN2CCCC2)cc1S(=O)(=O)Nc1ccc(C)cc1
 : .	8	0.3	0.4	-21	.	-20	i	-5	?
(41) CSc1cccc(NC(=O)COc2ccccc2)c1
 : -18	6	-1.0	1.4	8	-5	1.3	0.4	4	1
(42) Cc1cc(C)n2c(SCC(=O)NCc3ccc4c(c3)OCO4)nnc2n1
 : 21	-6	-0.8	3.5	8	1	0.3	-2.0	-1	2
(43) CCn1c(SCc2nc3scc(-c4ccccc4)c3c(=O)[nH]2)nnc1-c1ccc(Cl)cc1
 : 0	-13	1.0	0.6	-8	2	0.2	i	-1	-1
(44) O=C(NCCCN1CCOCC1)c1onc(CSc2ccccn2)c1C(=O)NCCCN1CCOCC1
 : .	-7	-0.3	.	-4	.	-0.9	i	-30	-1
(45) COc1ccc(-c2csc(NC(=O)C3=COCCO3)n2)c(OC)c1
 : .	-12	2.4	0.2	3	.	4.9	i	3	4

# 12 structures from above, arranged by length of the SMILES, falling:
# Every second line gives: DUSP3 inh	CCHFV vOTU inh	PfHsp40 yeast	TcdB inh	Yp Topo-I inh	SARS 3CLpro inh	BoNT-A LC inh2	BH1578 lux ind	PriA SSB inh	Anthrax LF inh2
(32) CN(C)C(CNC(=O)c1cccc(S(=O)(=O)Nc2ccc(SC(F)F)cc2)c1)c1ccccc1 (stereo not drawn)
 : .	22	0.4	1.7	1	.	-1.0	-1.6	-1	0
(34) Cc1noc(C)c1CSCC(=O)Nc1cc(S(=O)(=O)N2CCOCC2)ccc1OCC(F)(F)F
 : .	-10	-0.6	1.4	-1	.	0.1	-5.3	-5	-2
(40) COc1ccc(C(=O)NCc2ccccc2CN2CCCC2)cc1S(=O)(=O)Nc1ccc(C)cc1
 : .	8	0.3	0.4	-21	.	-20	i	-5	?
(44) O=C(NCCCN1CCOCC1)c1onc(CSc2ccccn2)c1C(=O)NCCCN1CCOCC1
 : .	-7	-0.3	.	-4	.	-0.9	i	-30	-1
(31) COc1ccc2c(Cl)c(C(=O)N/N=C/c3ccc4c(c3)OCO4)sc2c1
 : 11	0	-0.2	.	1	9	-3.6	0.3	.	-14
(33) COCCN(Cc1cc2ccc(C)cc2n2nnnc12)Cc1nnnn1C(C)(C)C
 : 13	2	-0.5	.	21	-1	0.0	-1.1	-11	-1
(42) Cc1cc(C)n2c(SCC(=O)NCc3ccc4c(c3)OCO4)nnc2n1
 : 21	-6	-0.8	3.5	8	1	0.3	-2.0	-1	2
(45) COc1ccc(-c2csc(NC(=O)C3=COCCO3)n2)c(OC)c1
 : .	-12	2.4	0.2	3	.	4.9	i	3	4
(35) COc1ccc(NC(=O)CNC(=O)c2c(C)nn(C)c2Cl)cc1
 : 13	-16	-1.6	-0.5	-1	-2	-1.3	-3.3	-12	-2
(36) Cc1ccccc1C(=O)Nc1cccc(-c2cn3ccccc3n2)c1
 : 22	-5	14	0.2	24	0	-0.5	-0.2	-3	5
(37) O=C1NN=C(c2ccc(Cl)cc2)CC1c1cccc(Br)c1 (stereo not drawn)
 : 2	3	6.6	2.1	39	4	-0.4	i	-11	1
(41) CSc1cccc(NC(=O)COc2ccccc2)c1
 : -18	6	-1.0	1.4	8	-5	1.3	0.4	4	1

# Further entries follow:
# Every second line gives: DUSP3 inh	CCHFV vOTU inh	PfHsp40 yeast	TcdB inh	Yp Topo-I inh	SARS 3CLpro inh	BoNT-A LC inh2	BH1578 lux ind	PriA SSB inh	Anthrax LF inh2
(46) COc1cccc(/C=N/NC(=O)c2c(C)nc3ccc(Br)cn23)c1O
 : 27	.	-1.8	.	-6	-2	1.7	i	.	-1
(47) Cc1noc(C)c1S(=O)(=O)Nc1cccc(C(F)(F)F)c1
 : 24	17	3.3	0.8	4	5	0.5	0.5	-11	4
(48) COc1ccccc1[C@@H]1C(c2cccc(Cl)c2)=NN(c2ccccc2)[C@H]1C(=O)N1CCOC1=O
 : -3	.	-0.5	.	-12	-1	0.1	-1.1	-63	10
(49) Cc1onc(-c2ccccc2Cl)c1C(=O)NCCn1c(C)cc2ccccc21
 : 13	.	-0.8	.	1	1	59*	1.7	87*	-138
(50) O=C(CNc1ccc(Br)cc1)c1ccc(Br)s1
 : 38	13	-0.6	1.3	43	2	-1.6	-0.2	6	9
(51) CCc1nc2ccccc2n1CC(=O)N(C(C)CC)C1CCS(=O)(=O)C1 (stereo not drawn)
 : 2	4	-0.6	.	-1	0	1.1	5.6	-7	-2
(52) O=C1C=C(c2ccc3c(c2)oc2ccccc23)C[C@@H](c2ccc(Cl)cc2)C1
 : .	15	2.4	-12	-5	.	0.1	17	-17	2

# Screens from PubChem BioAssay.

# Not all compounds are listed; count on the stated rates, not on these rows.
